Compound activity from PubChem.
D2 PAM: HTS Assay for Positive Allosteric Modulators of the Human D2 Dopamine Receptor: Primary Screen for Potentiators | potentiation, % at 10 µM | HEK293 T-REx D2, calcium flux, EC20 dopamine potentiation | D(2) dopamine receptor (Homo sapiens), P14416 | actives 0.34% (n = 340,000);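 active = potentiation over 3 SD above the plate norm, cut at about 30% in these data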; note: 0% is about no effect
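Potentiation of an EC20 dopamine calcium response is measured in a force-coupled, tetracycline-inducible Hek293 Trex D2 line. Compound-only kinetic reads over 180 s flag agonists before dopamine addition.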
RXFP1 antagonist: qHTS Assay for Antagonists of the Relaxin Receptor RXFP1; Relaxin receptor 1 (Homo sapiens), Q9HBX9; HEK293-RXFP1, relaxin-stimulated cAMP HTRF, 30 min; hits give low values; activity change, negative = inhibition, % at 57.5 µM; actives 0.59% (n = 350,000); AID 1259400, 2018;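 active = activity change of -60% or lower, but not beyond a set lower limit; inconclusive = change between -60% and -40%, or beyond the set limit; inactive = change above -40%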; note: % is set by controls: 0 for no effect and ±100 for the full control effect
Target sequence (Q9HBX9 whole entry, looked up): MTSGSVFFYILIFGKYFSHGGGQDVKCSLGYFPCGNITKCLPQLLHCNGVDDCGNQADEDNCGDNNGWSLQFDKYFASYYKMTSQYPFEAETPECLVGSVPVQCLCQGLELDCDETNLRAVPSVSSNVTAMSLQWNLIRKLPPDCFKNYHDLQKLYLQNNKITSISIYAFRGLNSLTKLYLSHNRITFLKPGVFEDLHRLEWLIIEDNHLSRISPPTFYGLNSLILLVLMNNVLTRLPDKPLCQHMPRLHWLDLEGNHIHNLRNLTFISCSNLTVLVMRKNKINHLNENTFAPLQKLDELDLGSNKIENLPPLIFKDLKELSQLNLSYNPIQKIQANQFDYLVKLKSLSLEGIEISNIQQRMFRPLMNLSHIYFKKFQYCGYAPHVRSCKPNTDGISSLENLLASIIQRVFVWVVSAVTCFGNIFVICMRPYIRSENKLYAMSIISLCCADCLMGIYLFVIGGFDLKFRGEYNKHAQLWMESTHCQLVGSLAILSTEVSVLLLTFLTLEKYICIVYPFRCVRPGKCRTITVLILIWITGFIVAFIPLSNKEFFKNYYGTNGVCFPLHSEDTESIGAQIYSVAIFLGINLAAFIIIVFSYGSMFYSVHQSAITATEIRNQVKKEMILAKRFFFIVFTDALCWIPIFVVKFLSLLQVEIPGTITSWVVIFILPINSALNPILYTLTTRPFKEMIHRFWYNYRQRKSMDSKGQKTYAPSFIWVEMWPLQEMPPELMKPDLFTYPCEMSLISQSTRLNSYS
D1 antagonist: Antagonist of Human D 1 Dopamine Receptor: qHTS | AID 504652, 2011 | activity change, negative = inhibition, % at 10 µM | HEK293 TREx D1 cells, calcium flux, dopamine EC80; hits give low values | D(1A) dopamine receptor (Homo sapiens), P21728 | actives 3.2% (n = 360,000); in the data active = activity change below about -30%; note: % is set by controls: 0 for no effect and ±100 for the full control effect
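Antagonism measured as reduced calcium response to an EC80 dopamine addition following 180 s compound pre-read; cells were inducible HEK293 Trex D1 plated overnight at 30 C, read kinetically at 1 cycle/sec.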
TRHR enhancer: qHTS for Small Molecule Agonists and Allosteric Enhancers of Human TRH Receptor: Primary Screen for Enhancers; Thyrotropin-releasing hormone receptor (Homo sapiens), P34981; TRHR cells, fluo-8 calcium fluorescence, EC20 TRH enhancement; enhancement, % at 2 µM; actives 0.66% (n = 360,000); in the data active = enhancement above about 30%; note: 0% is about no effect
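TRHR-expressing cells loaded with fluo-8 calcium dye were read kinetically (ex 480/em 530) during compound addition, then stimulated with an EC20 of TRH (10 nM final). Enhancement of the Gq-mediated intracellular calcium response was scored.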
D1 PAM: Potentiators of Human D1 Dopamine Receptor: qHTS | D(1A) dopamine receptor (Homo sapiens), P21728 | HEK293 TREx D1 cells, calcium flux, dopamine EC20 potentiation | potentiation, % at 10 µM | actives 0.036% (n = 360,000); in the data active = potentiation above about 30%; note: 0% is about no effect
Apoferritin bind: qHTS Assay for Identification of Novel General Anesthetics; AID 485281, 2010; Potency, µM (doses to about 77.5 µM), inactives show at the top dose activity change, negative = displacement, actives largely listed as inhibitors; actives 0.074% (n = 350,000); Ferritin light chain (Equus caballus), P02791; apoferritin/1-aminoanthracene competitive binding, fluorescence; note: potency is the fitted concentration of half-maximal effect; % is set by controls: 0 for no effect and ±100 for the full control effect; nearly all actives have a fitted effect of over 20% in size
Target sequence (P02791 2-175 limits assumed): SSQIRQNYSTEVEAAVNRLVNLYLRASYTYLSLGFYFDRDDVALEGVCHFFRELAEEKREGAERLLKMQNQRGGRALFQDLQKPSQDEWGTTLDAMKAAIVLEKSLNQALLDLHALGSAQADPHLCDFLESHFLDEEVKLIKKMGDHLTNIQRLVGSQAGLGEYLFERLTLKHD
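Read-out: endpoint 1-AMA fluorescence, excitation 380 nm and emission 535 nm, after compounds sit 10 min at room temperature with 10 uM horse-spleen apoferritin in 50% saturated 1-AMA/PBS. Values come from four-parameter Hill fits.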
RXFP1 agonist: qHTS Assay for Agonists of the Relaxin Receptor RXFP1 | Potency, µM (series often up to 57.5 µM), for inactives: at the top dose activation, most hits filed as activators | actives 0.3% (n = 370,000) | AID 2676, 2010 | HEK293T-RXFP1 cAMP TR-FRET, 30 min; response scale: percent of porcine relaxin response, buffer zero; note: potency is the fitted concentration of half-maximal effect; % is set by controls: 0 for no effect and ±100 for the full control effect; nearly all actives have a fitted effect of over 60% in size; many of its hits are not listed in these tables
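HEK293 cells stably expressing RXFP1, treated 30 min at 37C with compounds plus PDE4 inhibitor Ro 20174; cAMP measured by HTRF TR-FRET. Normalized to buffer and 29 nM porcine relaxin; EC50 by Hill fit.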
D1 agonist: Allosteric Agonists of the Human D1 Dopamine Receptor: qHTS; HEK293 T-REx D1 cells, calcium flux, agonist mode; activation, % at 2 µM; D(1A) dopamine receptor (Homo sapiens), P21728; actives 1% (n = 360,000); in the data active = activation above about 30%; note: 0% is about no effect
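Inducible HEK293 T-REx D1 cells, force-coupled to calcium signalling, were plated at 4000 cells/well with tetracycline and held overnight at 30 C. After no-wash calcium dye loading, compound-evoked calcium rise over 180 s flagged agonists.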
TRHR agonist: qHTS for Small Molecule Agonists and Allosteric Enhancers of Human TRH Receptor: Primary Screen for Agonists | Thyrotropin-releasing hormone receptor (Homo sapiens), P34981 | TRHR cells, calcium flux fluo-8, FDSS agonist mode | activation, % at 2 µM | actives 0.18% (n = 360,000) | AID 493084, 2011; in the data active = activation above about 30%; note: 0% is about no effect
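In this calcium-flux screen, cells bearing human TRHR are dye-loaded with fluo-8, baselined for 10 cycles, then exposed to library compounds; positive kinetic calcium responses during the agonist phase mark hits, with TRH as control.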
The depositor's hits bear a star; ? = inconclusive; . = no result given; & = joins results of further samples. Unless noted, calls come from the whole dose curve; as a rule, active = well fitted curve in the direction sought with a large enough effect; inconclusive = small, poorly fitted or top-dose-only effect, or another doubt; inactive = no such curve, though single readings can be large; an effect the other way counts as inactive or inconclusive.

SMILES | D2 PAM | RXFP1 antagonist | D1 antagonist | TRHR enhancer | D1 PAM | Apoferritin bind | RXFP1 agonist | D1 agonist | TRHR agonist
Cc1cc(C)nc(SCC(CSc2nc(C)cc(C)n2)C(=O)O)n1 | 6 | -1 | -30 | 2 | -1 | -1% | -0.9% | 5 | 0.8
CCCCN(CC)CCNC(=O)CCn1cnc2onc(-c3ccc(F)cc3)c2c1=O | -12 | -9 | -25 | -7 | -6 | 8% | 7.2% | 32* | 4.1
Cc1ccsc1/C=N/Nc1cccc(C(=O)O)c1 | 5 | -7 | 12 | 9 | 3 | -10% | -0.5% | 2 | 0.9
CCC(C)c1c(O)nc(SCC(=O)Nc2ccccc2)[nH]c1=O (stereo unspecified) | -8 | -15 | . | 3 | -2 | -14% | 2.5% | -1 | 0.6
CCOc1ccccc1NC(=O)C1=C(C)Nc2ncnn2C1c1ccco1 (stereo unspecified) | 6 | . | 9 | -11 | -2 | 4% | 8.3% | 3 | 0.3
CCS(=O)(=O)c1ccc2c(c1)N(S(=O)(=O)c1ccc(OC)cc1)CC(C(=O)O)O2 (stereo unspecified) | -4 | -2 | -4 | 6 | -2 | -1% | 20% | 1 | -0.2
O=C(NCc1ccc(Cl)cc1)c1ccc2c(c1)NC(=O)C(CS(=O)(=O)Cc1ccc(F)cc1Cl)N2 (stereo unspecified) | -8 | -5 | 3 | -8 | 1 | -2% | -0.4% | 2 | 0.8
COC(=O)CN(c1ccccc1)S(=O)(=O)c1ccccc1 | 7 | 7 | 11 | -5 | 2 | -6% | -1.2% | 1 | -0.9
Cc1ccc(CNC(=S)Nc2ccc(C)c([N+](=O)[O-])c2)cc1 | -8 | -11 | -31* | -4 | -7 | -21% | 1.1% | 38* | 3.0
Cc1ccc(NC(=O)c2ccc(CSc3nccc(C)n3)cc2)cc1 | -21 | 0 | -9 | 14 | -5 | ? | -0.8% | 0 | 0.0

Among those listed so far, two contain a halogen.
SMILES | D2 PAM | RXFP1 antagonist | D1 antagonist | TRHR enhancer | D1 PAM | Apoferritin bind | RXFP1 agonist | D1 agonist | TRHR agonist
CCCCN(CC)CCNC(=O)CCn1cnc2onc(-c3ccc(F)cc3)c2c1=O | -12 | -9 | -25 | -7 | -6 | 8% | 7.2% | 32* | 4.1
O=C(NCc1ccc(Cl)cc1)c1ccc2c(c1)NC(=O)C(CS(=O)(=O)Cc1ccc(F)cc1Cl)N2 (stereo unspecified) | -8 | -5 | 3 | -8 | 1 | -2% | -0.4% | 2 | 0.8

Remaining list, next part.
SMILES | D2 PAM | RXFP1 antagonist | D1 antagonist | TRHR enhancer | D1 PAM | Apoferritin bind | RXFP1 agonist | D1 agonist | TRHR agonist
CCOC(=O)c1sc2ccccc2c1OC(=O)c1ccccc1 | -2 | -15 | 4 | -1 | 4 | -18% | 1.0% | 9 | 0.5
Cc1ccc(N2CC(C(=O)N3CCN(Cc4ccc5c(c4)OCO5)CC3)CC2=O)cc1 (stereo unspecified) | . | -15 | 25 | -1 | 12 | 4% | 0.7% | 0 | -0.4
O=C(Nc1nnc(C2CCCO2)s1)c1cccs1 (stereo unspecified) | -4 | -3 | -1 | 2 | -1 | -7% | 0.0% | 3 | 0.3
CCOC(=O)c1c(NC(=O)Cc2coc3cc(C)ccc23)sc2c1CCCC2 | 15 | -14 | -5 | 2 | 0 | -6% | -2.5% | 4 | -1.1
COc1cccc(-n2c(SCc3ccc(F)cc3)nc3c([nH]c4ccccc43)c2=O)c1 | 11 | . | -21 | 4 | 5 | -8% | 2.6% | 2 | 0.3
COc1ccc(N=C2S/C(=C\c3ccc(N4CCOCC4)o3)C(=O)N2CCc2c[nH]c3ccccc23)cc1 | 7 | . | -30* | -18 | -4 | -23% | 1.9% | 17 | -0.2
CCCNS(=O)(=O)c1ccc(C(=O)NCC2CCCO2)cc1 (stereo unspecified) | -1 | -9 | 4 | -3 | -3 | 7% | 0.3% | 0 | 0.3
O=C(Nc1ccc(Br)c2cccnc12)c1ccc(Cn2cc([N+](=O)[O-])cn2)o1 | -3 | . | 2 | 6 | -4 | -6% | 0.4% | 2 | 0.4
COCCn1nnnc1C(c1cc2ccc(C)cc2[nH]c1=O)N(Cc1ccco1)Cc1cccs1 (stereo unspecified) | -5 | 3 | 6 | 2 | -11 | -19% | 2.3% | 3 | 0.1
Cc1ccc(S(=O)(=O)N2CCN=C2SCc2cccnc2)cc1 | -5 | -9 | -18 | 5 | 2 | -12% | -3.7% | -1 | -0.1
O=C(COc1ccc(Br)cc1CO)Nc1ccc(S(=O)(=O)N2CCCCC2)cc1 | 18 | 0 | 9 | 15 | -4 | . | -0.7% | 1 | 0.5
CSc1ccc(S(=O)(=O)N2CCC(C(=O)NCc3cccnc3)CC2)cc1 | -10 | -1 | -11 | 11 | -2 | 4% | 3.2% | 0 | 0.3
COc1ccc(-c2c(C)nn3c(NC4CCCC4)cc(C)nc23)cc1OC | 6 | 4 | 5 | 7 | 2 | 9% | -3.7% | 9 | -0.9
Cc1noc(N)c1C(=O)Nc1ccc(F)cc1 | -4 | 1 | -15 | -5 | -13 | -5% | -1.6% | 0 | -0.4
COC(=O)COc1ccc(S(=O)(=O)Nc2ccc(C(N)=O)cc2)cc1 | -6 | -6 | -6 | 6 | -6 | -6% | -1.3% | 3 | 1.3
COc1ccc(/C=C(\C#N)C(=O)Nc2cc(S(=O)(=O)N3CCOCC3)ccc2N2CCCC2)cc1 | -2 | -10 | -30 | -4 | -5 | -9% | 0.2% | 3 | -0.1
c1ccc(-c2ncc3c(ccc4ccccc43)n2)cc1 | -5 | -4 | 6 | 1 | -3 | 0% | -0.2% | 1 | 0.4
CC(C)NC(=O)Cn1nnc(-c2ccc(Cl)cc2)n1 | -6 | 4 | 18 | 4 | -1 | -6% | 0.3% | 4 | 0.8
Cc1ccc(OCc2nnc(N)s2)cc1 | -8 | 6 | 8 | -3 | -5 | ? | 4.3% | 1 | 0.1
Cn1c(CSCc2ccccc2)nnc1SCC(=O)Nc1ccc(C(=O)O)cc1 | 13 | -5 | -7 | 28 | 4 | -1% | -1.8% | 2 | -0.2
CC(C)N(Cc1nc(-c2ccc3c(c2)OCO3)no1)Cc1nccn1C | . | 4 | -1 | 2 | 2 | -7% | -0.4% | 1 | -0.1
CN(C)S(=O)(=O)N1CCC(CO)(Cc2cccc(C(F)(F)F)c2)CC1 | -4 | -1 | -4 | -9 | -7 | -14% | -0.1% | 5 | 1.7
CCCCCCCCSc1n[nH]c(N)n1 | 9 | 3 | -16 | 0 | -5 | ? | 0.6% | 2 | -0.5
COc1ccc(NC(=O)COC(=O)c2ccc3ccccc3n2)cc1 | -9 | -16 | 16 | -1 | . | . | -1.8% | 8 | 0.0
O=C(N/N=C/c1ccccc1F)c1cccc2ccccc12 | -1 | 4 | 1 | -4 | -6 | 22% | -1.5% | 0 | -0.7
Cc1ccc(-n2c(SCC(N)=O)nnc2-c2ccco2)cc1 | -2 | -3 | -10 | 2 | -3 | -5% | -2.7% | 3 | 0.4
CCOc1ccc2ccccc2c1C(=O)N[C@@H]1C(=O)N2[C@@H]1SC(C)(C)[C@@H]2C(=O)O | 8&-6 | 6 | -11&-9 | -5&12 | -3&3 | 0% | 0.5%&2.2% | -2&-1 | 0.1&-0.4
CCCCC(=O)NC(c1ccc(N(CC)CC)cc1)c1ccc2cccnc2c1O (stereo unspecified) | -11 | -20 | -5 | -1 | -5 | 5% | 1.3% | 7 | 0.8
CCC1CCc2nc3sc(C(=O)Nc4ccc(C)cc4)c(N)c3cc2C1 (stereo unspecified) | 7 | 4 | -19 | -3 | -2 | 11% | 2.9% | 1 | -0.3
CCCOP(=O)(OCCC)C(NC(=O)C(C)(C)C)c1ccccc1 (stereo unspecified) | -9 | -5 | -2 | -6 | -4 | 4% | 0.0% | 4 | -0.8

Looked up above.
RXFP1 antagonist with `Cc1ccc(OCc2nnc(N)s2)cc1` reads 6
D1 agonist with `O=C(N/N=C/c1ccccc1F)c1cccc2ccccc12` reads 0
RXFP1 antagonist with `CCCNS(=O)(=O)c1ccc(C(=O)NCC2CCCO2)cc1` (stereo unspecified) reads -9
D1 PAM with `c1ccc(-c2ncc3c(ccc4ccccc43)n2)cc1` reads -3
D1 agonist with `COc1ccc(-c2c(C)nn3c(NC4CCCC4)cc(C)nc23)cc1OC` reads 9

Next part
SMILES | D2 PAM | RXFP1 antagonist | D1 antagonist | TRHR enhancer | D1 PAM | Apoferritin bind | RXFP1 agonist | D1 agonist | TRHR agonist
CCOC(=O)C1CCN(CCC(=O)Nc2cc(C)ccc2C)CC1 | -9 | -3 | -1 | -2 | -14 | -4% | 2.2% | 4 | -0.2
COc1ccc(C(C(=O)NC(C)(C)C)N(C(=O)CCC(=O)Nc2cc(C)on2)c2ccc3c(c2)OCCO3)cc1 (stereo unspecified) | 8 | 1 | 4 | 8 | . | -11% | 0.0% | 4 | 1.8
COCCN(Cc1ccccc1)C(=O)c1cc(S(=O)(=O)N2CCCCCC2)ccc1OC | -10 | -8 | 9 | -18 | 0 | . | 1.1% | -1 | -0.2
CCC1CN(C(=O)Nc2cccc(C)c2)c2cc(C)ccc2O1 (stereo unspecified) | 5 | 1 | 5 | 2 | -3 | ? | 3.8% | 3 | 0.0

An excerpt (hit frequency here may not be typical).
